Compound activity as filed in PubChem.
EphB4 ephrin blk: blocks human EphB4 binding to ephrin-B2; AID 720; actives 0.15% (n = 97,000); P54760; inhibition, % at 7 µM; EphB4 LBD / TNYL-RAW-Alexa532 peptide, fluorescence polarization;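 active = inhibition above the screen-wide mean inhibition plus 3 SD, cut at about 15% in these data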;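 also: 0% = DMSO wells and 100% = excess unlabeled TNYL-RAW peptide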
PLK1 kinase inh: inhibitors of human PLK1 kinase; P53350; recombinant PLK1 kinase, TR-FRET peptide phosphorylation; inhibition, % at 10 µM; actives 0.53% (n = 97,000); AID 619;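 active = inhibition of 50% or more in the single-concentration screen; inactive = inhibition below 50%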;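 also: 0% = DMSO max control and 100% = H-89 dihydrochloride min control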
Target sequence (P53350 whole entry, looked up): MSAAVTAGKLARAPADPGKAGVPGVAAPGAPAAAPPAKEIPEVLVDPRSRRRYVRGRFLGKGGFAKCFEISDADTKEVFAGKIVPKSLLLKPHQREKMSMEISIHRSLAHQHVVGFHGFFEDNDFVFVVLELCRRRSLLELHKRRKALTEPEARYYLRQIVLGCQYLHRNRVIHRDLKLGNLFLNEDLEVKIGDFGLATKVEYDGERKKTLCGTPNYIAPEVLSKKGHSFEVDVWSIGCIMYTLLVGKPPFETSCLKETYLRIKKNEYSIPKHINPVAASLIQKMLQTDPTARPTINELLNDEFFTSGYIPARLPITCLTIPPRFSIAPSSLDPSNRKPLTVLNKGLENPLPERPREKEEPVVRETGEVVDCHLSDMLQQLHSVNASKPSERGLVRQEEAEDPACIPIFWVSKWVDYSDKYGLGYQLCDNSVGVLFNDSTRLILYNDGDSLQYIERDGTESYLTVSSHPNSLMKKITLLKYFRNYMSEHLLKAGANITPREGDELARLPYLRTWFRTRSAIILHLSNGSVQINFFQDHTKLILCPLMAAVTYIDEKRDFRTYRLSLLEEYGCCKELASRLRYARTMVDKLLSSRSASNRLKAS
Rev-RRE block: inhibitors of HIV-1 Rev-RRE RNA interaction | actives 0.79% (n = 97,000) | Rev peptide-RRE RNA binding, FRET | P05866 | inhibition, % at 8 µM;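 active = inhibition above the screen-wide mean plus 3 SD, cut at about 35% in these data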;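 also: 0% = median DMSO wells and 100% = median Neomycin B control wells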
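Assay system: labelled RRE RNA duplex and labelled Rev peptide / Medium: HEPES pH 7.5 salt buffer with EDTA / Reagent: labelled Rev peptide / Schedule: 5 + 15 min at 25 °C / Signal: FRET, excitation 480 nm, emission 540 nm donor and 671 nm acceptor / Benchmarks: DMSO and neomycin B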
Plk1 PBD FP: Plk1 (human) PBD binding inhibition; Plk1 PBD phosphopeptide binding, fluorescence polarization; P53350; actives 0.13% (n = 97,000); inhibition, %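 (tested at about 20 µM)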; AID 693; in the data active = inhibition above about 34%, passing the limit was not always enough
CYP2C9 activ: CYP2C9 (human) activation; activation factor at 5 µM; actives 1.4% (n = 96,000); AID 1024; recombinant CYP2C9, luciferin-H conversion, luminescence; stronger effect = higher value; factor 1 = untreated enzyme, 0 = blocked; P11712;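 active = activation factor of 2 or more for CYP2C9 at a 5 µM dose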;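 also: 0 = sulfaphenazole-blocked wells and 1 = vehicle-only wells; values of inactives mirror those of a sister screen read the other way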
Target sequence (P11712 whole entry, looked up): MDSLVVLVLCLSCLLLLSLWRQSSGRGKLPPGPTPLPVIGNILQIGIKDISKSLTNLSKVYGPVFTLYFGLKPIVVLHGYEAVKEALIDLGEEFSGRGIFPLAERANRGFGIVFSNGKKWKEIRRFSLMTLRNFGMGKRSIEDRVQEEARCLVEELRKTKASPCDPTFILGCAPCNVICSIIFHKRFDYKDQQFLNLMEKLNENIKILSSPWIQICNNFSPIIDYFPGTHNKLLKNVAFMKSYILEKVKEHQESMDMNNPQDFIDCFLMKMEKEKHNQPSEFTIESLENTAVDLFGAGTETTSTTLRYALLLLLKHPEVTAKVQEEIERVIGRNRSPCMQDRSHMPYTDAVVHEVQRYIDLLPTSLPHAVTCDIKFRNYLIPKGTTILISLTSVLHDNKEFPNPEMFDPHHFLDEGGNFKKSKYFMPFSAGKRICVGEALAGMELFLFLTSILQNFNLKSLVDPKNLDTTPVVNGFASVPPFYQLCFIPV
LYP inh 2: LYP (human) phosphatase inhibition. Q9Y2R2. actives 0.21% (n = 96,000). AID 640. recombinant LYP catalytic domain, DiFMUP fluorescence. inhibition, % at 2 µM;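 active = inhibition at 2 µM at or above a set limit, the screen mean plus 3 SD, cut at about 24% in these data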;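 also: 0% = DMSO with enzyme and 100% = enzyme fully blocked by orthovanadate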
LYP act: increases human PTPN22 phosphatase activity; activation, % at 2 µM; actives 0.11% (n = 96,000); recombinant LYP, DiFMUP fluorescence; 0 = plate median, 100 = signal doubled; Q9Y2R2; AID 697;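 active = activation at 2 µM above a set limit, the mean plus 5 SD, cut at about 37% in these data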
Calb biofilm kill: kills Candida albicans biofilms | AID 834 | C. albicans biofilm + clotrimazole, Alamar Blue | inhibition, % at 6 µM | actives 0.14% (n = 85,000);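 active = inhibition above 20%; inactive = inhibition below 20%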;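 also: preformed 24 hr biofilms exposed to compound for 48 hr; 0% = biofilm without compound and 100% = blank killed by clotrimazole plus chlorhexidine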
CYP2C9 inh: blocks human cytochrome P450 2C9 | P11712 | CYP2C9 Supersomes, luciferin-H conversion, luminescence | inhibition, % at 5 µM | actives 20% (n = 96,000);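 active = blocking of liver enzyme CYP2C9 beyond about 50% at 5 µM, limit read from the data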; also: values of inactives mirror those of a sister screen read the other way
The depositor's hits bear a star; . = not tested or not shown. Rows were taken by chance; about 20% have a hit in one of these screens.

SMILES | EphB4 ephrin blk | PLK1 kinase inh | Rev-RRE block | Plk1 PBD FP | CYP2C9 activ | LYP inh 2 | LYP act | Calb biofilm kill | CYP2C9 inh
Cc1ccc(NC(=O)CN(C)CC(=O)Nc2c(C)cccc2C)c(Br)c1 | 7 | 1 | 10 | -2 | 0.7 | 7 | -10 | 1 | 30
Cc1cc(C)c2oc(=O)cc(CN3CCOCC3)c2c1 | 8 | -8 | 5 | 11 | . | 0 | 4 | 8 | .
C=CCN1C(=O)C(O)(CC(=O)c2ccc(N)cc2)c2ccccc21 (stereo not drawn) | -7 | -7 | -1 | 2 | 1.1 | 3 | -2 | . | -11
Cc1ccc(S(=O)(=O)N(CC(=O)N/N=C/c2cccc(C)c2)c2cccc3cccnc23)cc1 | -1 | -13 | 2 | -34 | 0.9 | 17 | -15 | . | 11
CC(=O)Nc1ccccc1-c1ccc(C)o1 | -4 | -18 | 7 | 2 | 0.7 | 8 | -6 | 10 | 28
CCOC(=O)C1=C(CSc2nnnn2C)N(C)C(=O)NC1c1ccccc1 (stereo not drawn) | 2 | -10 | 1 | -13 | 1.2 | 6 | -5 | 4 | -20
CCn1nccc1C(=O)NC1=C(C#N)CCC1 | -10 | -4 | 4 | 25 | 0.9 | -5 | 1 | 9 | 11
Cc1cc(C)n(CC(O)Cn2c(C)c(C)c3ccccc32)n1 (stereo not drawn) | -8 | -8 | 3 | -9 | 0.3 | -2 | 4 | 6 | 71*
CN(c1ccc(C(=O)N2CCOCC2)cc1)S(C)(=O)=O | 1 | -28 | 10 | -2 | 1.2 | -1 | -2 | 0 | -18
COCCn1c(Cc2ccccc2)nnc1SCC(=O)Nc1cc(C)on1 | -2 | 2 | 0 | 6 | 1 | 0 | 0 | 7 | 3
CCN(Cc1ccccc1)C(=O)C1CCN(Cc2ccc(OC)c(OC)c2OC)CC1 | 4 | -9 | -1 | -35 | 1 | 4 | -2 | -3 | -2
CC(C)c1ccc(CN(C(=O)C2COc3ccccc3O2)C2CCS(=O)(=O)C2)cc1 (stereo not drawn) | 3 | -1 | 4 | -13 | 0.7 | 12 | -13 | 8 | 32
CCCNC(=S)Nc1ccc(Oc2ccccc2)cc1 | 5 | -12 | 2 | 2 | 0.6 | -2 | -2 | . | 42
COc1ccc(NC(=O)c2ccc(=O)oc2)cc1 | 2 | -10 | -2 | 5 | 0.9 | 3 | -7 | 5 | 10
COc1ccc(N2CCN(Cc3cc(=O)oc4cc(-c5ccccc5)c(O)cc34)CC2)cc1 | -3 | -10 | 3 | 8 | 0.9 | -19 | 17 | 2 | 14
O=C(c1ccco1)N1CCN(CC(=O)N2CCCc3c2c(=O)oc2ccc(O)cc32)CC1 | 2 | -4 | 10 | 7 | 1.7 | 0 | -4 | 4 | -67
CCOC(=O)CSc1nc2ccccc2c(=O)n1CCN1CCOCC1 | 2 | -10 | 2 | 4 | . | -4 | 6 | 8 | .
OC(COc1ccc(C2C=CCC2)cc1)CN1CCCCC1 (stereo not drawn) | 5 | 24 | 2 | 10 | 1.1 | 10 | -13 | 6 | -12
O=C(c1cccc(S(=O)(=O)N2CCCC2)c1)N1CCN(c2ccccc2F)CC1 | 4 | -10 | 9 | -16 | 0.2 | 12 | -12 | . | 80*
COc1ccc(NC(=O)c2ccco2)c(NC(=O)Cc2cccs2)c1 | -6 | -12 | 2 | -1 | 0.6 | -6 | 4 | 7 | 41
CCSC1=C(C#N)C(=O)n2c1cc1c2CCCC1 | 9 | -5 | 18 | -10 | 1.1 | 0 | -2 | 4 | -14
Cc1ccccc1NCC(=O)c1ccc(Br)cc1 | -5 | -5 | 3 | 12 | . | 11 | -11 | . | .
CC(C)C1C(c2ccccc2)N(C)C(c2ccccc2)CC1(O)c1ccccc1 (stereo not drawn) | 6 | 0 | 15 | -23 | 1.1 | 6 | -7 | 2 | -5
c1ccc(-c2nc3ccccc3o2)nc1 | 1 | -2 | 5 | -10 | 1.1 | -3 | 2 | 8 | -9
O=C(NC(=S)NC1CCCCCCCCCCC1)c1cccnc1 | 6 | 4 | 2 | -24 | 1.1 | 4 | -1 | -1 | -8
CCCCCC(=O)Nc1ccccc1N1CCN(c2ccccc2)CC1 | 1 | -4 | 5 | 6 | 0.7 | 6 | -5 | 7 | 34
CCc1nnc(NC(=O)C2CCCN(c3nc4ccccc4s3)C2)s1 (stereo not drawn) | -5 | -4 | 0 | 6 | 0.9 | -7 | 4 | 6 | 6
COc1ccc(OC)c2c(N3CCN(C)CC3)cc(C(F)(F)F)nc12 | 2 | -5 | 7 | 16 | 0.8 | 3 | -5 | 5 | 25
CCCC(=O)Nc1ccc2oc(-c3ccncc3)nc2c1 | 0 | -5 | 4 | 0 | 0.2 | 9 | -9 | 6 | 78*
CC(=O)c1cc(-c2ccccc2)[nH]c1N1CCCC1 | 2 | -16 | 11 | -4 | 0.9 | 3 | -6 | -2 | 13
O=C(COC(=O)c1ccccc1NC(=O)c1ccco1)NC1CCCCC1 | 11 | -1 | 4 | -24 | 0.7 | -7 | 7 | -1 | 29
COc1cc(C2c3c(oc4ccccc4c3=O)C(=O)N2Cc2cccnc2)cc(OC)c1OC (stereo not drawn) | -5 | -11 | 1 | -20 | 1.1 | 8 | -9 | 3 | -8
O=C(CSc1n[nH]c(-c2ccccc2)n1)Nc1ccc(Br)cn1 | 5 | 22 | -4 | -15 | . | 3 | -4 | 5 | .
CCO/C(C)=N/n1c2nc3ccccc3nc2c2c(=O)n(CC(C)C)c(C)nc21 | 6 | -12 | 4 | -31 | 1 | -5 | 3 | 7 | 2
O=C(Nc1ccc2c(c1)OCCO2)C1CCN(S(=O)(=O)c2ccc3c(c2)OCCO3)CC1 | 4 | 1 | 9 | -5 | 1.7 | 4 | -2 | -1 | -73
O=S1(=O)NC(=NCc2ccccc2)c2ccccc21 | -1 | 3 | 3 | -10 | 0.9 | 1 | -4 | 5 | 5
O=C(O)C1CC(=O)N(c2ccc(F)c(F)c2)C1 (stereo not drawn) | -1 | -12 | 3 | 11 | 1 | 0 | 0 | 4 | 3
O=C(O)c1cccc(NCc2cccnc2)c1 | 5 | -11 | 10 | 32 | 0.7 | 17 | -16 | 3 | 32
Cc1ccc(-c2nn3c(C)nnc3s2)cc1NC(=O)CSc1ccc(Cl)cc1 | -10 | 23 | 3 | 9 | . | 4 | 0 | 2 | .
O=c1c(C=NCCCn2ccnc2)c(-c2ccccc2)[nH]n1-c1nc2ccccc2s1 | 8 | -6 | 7 | -3 | 0 | 11 | -10 | 2 | 98*
CCOC(=O)N1CCC(Nc2nc3ccccc3nc2NS(=O)(=O)c2ccc(Cl)cc2)CC1 | -8 | -11 | 5 | 6 | 0.1 | -14 | 12 | 6 | 95*
Cn1cc(C(=O)NCC2COc3ccccc3O2)c(=O)c2cc(S(=O)(=O)N3CCCCC3)ccc21 (stereo not drawn) | -3 | -11 | 14 | 6 | 0.8 | -3 | 4 | 3 | 18
O=C(NCC(=O)N1CCCCC1)c1ccc(Cl)cc1Cl | 9 | -7 | 3 | 23 | 1.2 | -8 | 5 | . | -20
CCSCc1nnc(SCC(=O)c2ccc(OC)cc2)n1C | 5 | -7 | 3 | 7 | 0.9 | 2 | -2 | 4 | 14
Cc1cc(C)cc(NC(=O)Cn2c(=O)oc3cc(S(=O)(=O)N4CC(C)CC(C)C4)ccc32)c1 (stereo not drawn) | -1 | -12 | 8 | 7 | 0.4 | 12 | -13 | 7 | 56*
COc1cc(S(=O)(=O)N(CCc2ccccc2)Cc2cccs2)ccc1-n1cnnn1 | -1 | -10 | 9 | -4 | . | -2 | 2 | 7 | .
Cc1cc(=O)[nH]c(SCC(=O)N2CCN(C(c3ccccc3)c3ccccc3)CC2)n1 | 4 | -1 | 3 | -23 | 0.8 | -6 | 9 | 8 | 19
C=COCCNC(=O)C(=O)NCC(C)C | -1 | -8 | 2 | -6 | . | 12 | -6 | . | .
O=C(c1csc2ccccc12)n1cccn1 | -1 | -5 | 4 | -1 | 1.1 | -8 | 6 | 8 | -6
COc1ccsc1C(=O)N1CCN(Cc2ccc3c(c2)OCO3)CC1 | 4 | -4 | 8 | 1 | 0.6 | -2 | 3 | 4 | 40
O=[n+]1c2c(n([O-])c3c1CCC3)CCCC2 | 5 | -15 | 6 | -26 | 1.4 | 4 | -5 | 3 | -35
CCn1c(-c2cc3ccccc3cc2O)n[nH]c1=S | -10 | -10 | 4 | 0 | 0.7 | -1 | 2 | 5 | 26
O=C(COC(=O)Cc1ccc(S(=O)(=O)N2CCOCC2)s1)NCc1ccccc1 | -7 | -10 | 1 | -2 | 0.9 | -1 | -3 | 8 | 6
COCCNC(=O)CCc1nc(-c2ccccc2)no1 | 2 | -13 | 5 | 19 | 1 | 6 | -8 | 6 | -3
CCn1c(=O)cc(SCC(=O)N2CCN(c3ccccc3OC)CC2)c2ccccc21 | 3 | 1 | 6 | -3 | 2.3* | 3 | -6 | 6 | -129
O=C(N/N=C/c1cc([N+](=O)[O-])ccc1N1CCNCC1)c1ccc([N+](=O)[O-])cc1 | 4 | -4 | 2 | 15 | 1 | 0 | -2 | . | 4
O=c1c[n+]([O-])c2ccccc2n1OCc1c(F)cccc1F | -8 | 1 | 10 | 10 | . | 6 | -8 | 8 | .
CCCOP(=O)(c1ccc(N(C)C)cc1)C(O)c1cc(OC)c(OC)c(OC)c1 (stereo not drawn) | 12 | -12 | 1 | 6 | 1 | 2 | -4 | 7 | -3
O=[N+]([O-])c1ccc(Sc2nnnn2-c2ccccc2)c(Cl)c1 | -1 | -42 | 1 | 13 | 0.3 | 11 | -9 | 4 | 68*
COc1ccc2nc(NC(=O)C(NS(=O)(=O)c3cccc4nsnc34)C(C)C)sc2c1 (stereo not drawn) | 10 | -16 | 10 | 11 | 0.3 | -8 | 7 | . | 74*

The final 3 compounds of the part above lead into the next.
SMILES | EphB4 ephrin blk | PLK1 kinase inh | Rev-RRE block | Plk1 PBD FP | CYP2C9 activ | LYP inh 2 | LYP act | Calb biofilm kill | CYP2C9 inh
CCCOP(=O)(c1ccc(N(C)C)cc1)C(O)c1cc(OC)c(OC)c(OC)c1 (stereo not drawn) | 12 | -12 | 1 | 6 | 1 | 2 | -4 | 7 | -3
O=[N+]([O-])c1ccc(Sc2nnnn2-c2ccccc2)c(Cl)c1 | -1 | -42 | 1 | 13 | 0.3 | 11 | -9 | 4 | 68*
COc1ccc2nc(NC(=O)C(NS(=O)(=O)c3cccc4nsnc34)C(C)C)sc2c1 (stereo not drawn) | 10 | -16 | 10 | 11 | 0.3 | -8 | 7 | . | 74*
c1ccc(-c2nn3nnnc3c3ccccc23)cc1 | 3 | -8 | 9 | -14 | 1.2 | -12 | 8 | -1 | -18
Cc1nc(N/N=C/c2ccccc2)nc(N(C)c2ccccc2)c1[N+](=O)[O-] | -4 | 0 | 8 | -18 | 0.9 | 3 | -1 | . | 15
O=C(NCCc1ccc(Cl)cc1)C1CCN(S(=O)(=O)c2ccc(-n3cnnn3)cc2)CC1 | -2 | -7 | 1 | 0 | 1 | -2 | 0 | 5 | 4
O=C(Nc1ccc2c(c1)OCCO2)c1ccc(Cl)c(S(=O)(=O)N2CCCCC2)c1 | 1 | -2 | 8 | -26 | 0 | -11 | 7 | . | 97*
COc1cc(NC(=O)c2cc(-c3cccs3)on2)cc(OC)c1OC | -8 | -4 | 9 | -8 | 1.4 | 18 | -19 | 3 | -44
CC(=O)Nc1ccc(OC(=O)C(CCS(C)(=O)=O)N2C(=O)c3ccccc3C2=O)cc1 (stereo not drawn) | 2 | -9 | 9 | 6 | 1.2 | 2 | -3 | 3 | -20
